LGR2 inh: inhibitors of bursicon-induced LGR2 CRE-luciferase signal, primary screen, cell-based, HEK293, CRE-luciferase reporter, bursicon stimulation; hit rate 0.35% among 380,000; AID 720647, 2013; inhibition, % at 9.99 µM; bursicon-stimulated, 4 h;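 active = drop in luminescence signal, shown as inhibition above about 50% in the replicate tests, limit read from the data, passing the limit was not always enough; inconclusive = probably only some replicates passing the limit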;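 note: agonist challenge used bursicon conditioned medium at about half maximal strength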
EWS-Fli inh: EWS/Fli-driven NR0B1 reporter inhibitors, primary screen, A673 cells, NR0B1 luciferase, luminescence, MLPCN library; inhibition, % at 12.6 µM; viability-normalised; hit rate 0.67% among 350,000;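 active = mean inhibition of at least 50% after viability correction, with every replicate also passing that limit; inconclusive = mean reaches 50% but only one of two replicates passes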;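 note: firefly luciferase signal divided by Alamar Blue viability fluorescence both relative to DMSO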
PGC1a acetyl inh: inhibitors of PGC1a acetylation signal, primary screen, cell-based, U2OS, AlphaScreen, inhibitor mode | AlphaScreen anti-acetyl-lysine; with virally co-expressed GCN5 acetyltransferase | inhibition, % at 15.6 µM | hit rate 0.17% among 350,000 | AID 651687, 2012;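 active = every replicate shows inhibition of at least 40%; inconclusive = mean inhibition at least 40% but some replicate below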;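 note: 0% = neutral control wells and 100% = positive control wells; some results beyond the cut were filed as inactive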
miR122 inh: miR-122 Renilla sensor signal increase in Huh7, primary screen, miR-122 inhibitor project, cell-based, single point, plate reader | Huh7 miR-122 Renilla luciferase sensor, 48 h; neutral wells = 0, positive control = 100 | activation (reporter increase), % at 12.5 µM | hit rate 0.3% among 340,000 | AID 602342, 2012;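 active = mean replicate activation score at least 90 and every replicate individually at or above 90; inconclusive = only one of the two criteria met; inactive = neither criterion met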;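 note: higher luciferase means less miR-122 activity so hits act as miR-122 inhibitors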
FN deposit inh: inhibitors of fibronectin matrix deposition, primary screen, AH1F cells, Alexa488-fibronectin fluorescence, plate reader. AH1F fibroblasts, overnight. inhibition, % at 12.6 µM. hit rate 0.086% among 350,000. AID 743247, 2014;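 active = mean inhibition across replicates of 30% or more, regardless of how many single replicates reach that level; inconclusive = mean under 30% yet at least half of replicates reach 30%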;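 note: positive control wells lacked labelled fibronectin entirely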
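Material: AH1F fibroblasts assembling fluorescent fibronectin matrix; amount: 10000 AH1F cells/well; medium: DMEM, 2% serum; reagent: Alexa488-fibronectin, 24 nM final in well; dosing: single compound dose, delivered by pin transfer; incubation: 1 h adhesion, overnight exposure; detection: fluorescence after three HBSS washes, excitation 485 nm, emission 525 nm; measure: fibronectin deposition inhibition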
PAX8 inh HTS: inhibitors of PAX8-driven TPO luciferase reporter, primary screen, RMG-I cells, single concentration; SteadyGlo, 24 h; inhibition, % at 12.6 µM; hit rate 1.2% among 360,000; AID 652154, 2013;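 active = mean replicate inhibition at least 60% with every replicate also reaching 60%; inconclusive = only one of the two criteria is met; inactive = mean below 60% and not all replicates reaching 60%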;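 note: luciferase light reporting Pax8 driven TPO promoter activity; plate controls were median of neutral control wells for no effect and mitoxantrone controls for full effect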
Casp6 inh: human caspase-6 inhibitors, primary screen, biochemical, VEID-R110 fluorescence, single point, set 2; P55212; purified caspase-6, Z-VEID-R110 cleavage fluorescence; inhibition, % at 12.5 µM; hit rate 0.53% among 350,000; AID 686996, 2013;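 active = mean inhibition across replicates at least about 35%, with every replicate also reaching that limit, limit read from the data; inconclusive = only one of the two criteria met; inactive = neither criterion met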;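 note: 0% = median of neutral control wells and 100% = no fluorescence left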
Target sequence (P55212 24-179 limits assumed): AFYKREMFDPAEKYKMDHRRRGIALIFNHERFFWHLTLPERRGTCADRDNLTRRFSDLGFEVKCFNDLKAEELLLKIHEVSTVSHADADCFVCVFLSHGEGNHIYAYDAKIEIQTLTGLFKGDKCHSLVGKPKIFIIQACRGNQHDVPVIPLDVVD
Target sequence (P55212 194-293 limits assumed): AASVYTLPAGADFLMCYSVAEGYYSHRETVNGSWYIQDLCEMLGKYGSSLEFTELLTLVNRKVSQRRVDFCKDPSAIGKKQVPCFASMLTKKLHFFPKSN
Cneo AK release: Cryptococcus neoformans cell lysis inducers, primary screen, AK release luminescence, single concentration; C. neoformans lysis, adenylate kinase release luminescence, 4 h; normalised: neutral wells 0, clomiphene wells 100; AID 651654, 2012; lysis activity, % at 15 µM; hit rate 0.2% among 360,000;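 active = mean lysis activity across replicates of at least 80%, whatever share of replicates individually reach that level; inactive = mean lysis activity below 80%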
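read-out = cell lysis signal | test system = log-phase Cryptococcus neoformans yeast cells | input = cells at 5 × 10^6 per mL | medium = fresh YPD growth medium | signal = luminescent adenylate kinase detection reagent | timing = 4 h at 37 °C static, read 1 h later | dosing = single dose | controls = Clomiphene as positive lysis control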
An asterisk follows results filed as active; u = inconclusive; x = no result given; & = joins results of further samples; [ ] = remark or other dose.

smiles,LGR2 inh,EWS-Fli inh,PGC1a acetyl inh,miR122 inh,FN deposit inh,PAX8 inh HTS,Casp6 inh,Cneo AK release
CCCN(C)C[C@H]1OCCCC[C@@H](C)Oc2ccc(NC(=O)CCCN(C)C)cc2C(=O)N([C@@H](C)CO)C[C@@H]1C,8,-8,0,-1[16.7 µM],2,-9,x,x
NC(=O)C1CCN(CC(=O)Nc2cc(S(=O)(=O)N3CCOCC3)ccc2N2CCCC2)CC1,7,2,0,-1,4,10,-2,1
COc1cccc(C2/C(=C(/O)c3ccc(C)cc3)C(=O)C(=O)N2Cc2ccco2)c1 (stereo unspecified),12,-1,x,x,-24,-20,-1,x
O=C(C[C@H]1CC[C@@H]2[C@H](COC[C@@H](O)CN2Cc2nccs2)O1)NCc1ccc(Oc2ccccc2)cc1,-5,x,-10,0[16.7 µM],3,x,-2,1
C=CCN1C(=O)c2ccc(C(=O)N3CCN(S(=O)(=O)c4cccc([N+](=O)[O-])c4)CC3)cc2C1=O,-18,2,-3,4,1,0,4,0
CO[C@H]1CC[C@H]2CCOc3c(C#N)cccc3C(=O)N(C)CC3(CCCCC3)CC(=O)N(C)C[C@@H]1O2,9,-13,4,x,1,-32,-2,19
O=C(O)C1C2C=CC(C3CC23)C1C(=O)O (stereo unspecified),11,x,-21,-1,-1,x,x,-2
COCC(=O)N(C)C[C@H]1Oc2ncc(C3=CCCCC3)cc2C(=O)N([C@H](C)CO)C[C@H]1C,21,-10,1,0[16.7 µM],x,x,2,-1
O=C(COC(=O)c1ccc(O)cc1)NCC1COc2ccccc2O1 (stereo unspecified),8,15,-7,1,-4,1,-3,3
COc1cc2c(cc1OC)[C@H](C)N(C(=S)Nc1ccc(F)cc1)CC2,0,-3,21,0,-15,8,0,1
CCOC(=O)[C@]12Cc3c(cc(OC)c(OC)c3OC)[C@H]1N(CCC(=O)OC)C(=O)c1cc(OC)ccc12,u,19,x,x,1,-2,2,x
C/C(=N\NC(=O)Cc1ccc(Br)cc1)c1cccnc1,-6,x,5,8,x,-34,-1,-1
Cc1cc(C)cc(NC(=O)C2CCC(CNC(=O)[C@@H]3Cc4ccccc4CN3)CC2)c1 (stereo partly specified),-9,4,x,-5,-8,2,2,0
CCOc1ccc(/C=N/Nc2nncc(-c3ccccc3)n2)cc1OC,14,-5,-7,-7,-10,-2,0,-2
COc1cc(/C=C2/SC(=Nc3ccc(O)cc3)NC2=O)ccc1O,-20,54*,27,x,4,56,-4,x
CCc1c(-c2ccc(OC)cc2)ncn1CCc1ccccc1OC,34,13,x,x,-3,-9,-1,x
CC(C)NC(=O)N1[C@@H](CO)[C@@H]2c3ccccc3N(C(=O)Nc3ccc(F)cc3)C[C@@H]21,3,-5,-3,-4[16.7 µM],x,0,3,-3
N#C/C(=C\c1ccc(-c2nc3ccccc3s2)o1)C(N)=O,x,-40,-8,x,-3,-35,-2,x
Cc1ccc(C(=O)N2[C@@H]3CN(C)C(=O)[C@@]2(Cc2ccccc2)[C@H]2C(=O)N(C)C(=O)[C@@H]32)cc1,-7,-11,x,5,-6,-9,3,-2
C[C@@H]1CN([C@H](C)CO)C(=O)Cc2cc(NC(=O)NC3CCCCC3)ccc2O[C@@H]1CN(C)Cc1ccc2c(c1)OCO2,3,x,-6,-10[16.7 µM],x,19,1,-2
COc1ccccc1NC(=O)CSc1nc(N)c(-c2ccccc2)c(=O)[nH]1,25,-7,-4,-5,-4,-9,3,x
Cc1cc(C(=O)CSc2nc3ccc(Cl)cc3[nH]2)c(C)n1C,x,x,-22,-4,-19,11,x,0
Cc1noc(C)c1NC(=O)N(C)C[C@@H]1OCCCC[C@H](C)Oc2ccc(NS(=O)(=O)c3cn(C)cn3)cc2C(=O)N([C@H](C)CO)C[C@@H]1C,14,-1,11,-6[16.7 µM],x,-1,x,0
CN(Cc1ccccc1)C(=O)c1cccc(NC(=O)Cc2cccc(NC(=O)C3CCN(C(=O)CCc4ccccc4)CC3)c2)c1,-12,14,x,x,2,25,-1,x
COc1cc(/C=N/NC(=O)c2cnccn2)ccc1O,29,x,3,-3,-4,7,x,-2
Cc1cc(C(=O)CCC(=O)N(C)CC(=O)Nc2ccccc2Br)c(C)s1,11,1,-4,-5,-12,-8,1,-1
COc1ccc(C(O)C(O)(C(=O)OC(C)C)c2ccc(C)cc2)cc1 (stereo unspecified),-10,0,x,x,x,-30,2,x
C[C@H]1CN([C@@H](C)CO)C(=O)CCCn2nncc2CO[C@H]1CN(C)Cc1ccc(C(F)(F)F)cc1,15,6,16,-1[16.7 µM],-14,x,x,x
CCn1c(CC(=O)Nc2ccc(F)cc2)nnc1SCC(=O)NC1=NCCS1,-20,-10,x,x,3,-3,-2,4
CCCN1C[C@H](C)[C@H](OC)CN(C)C(=O)c2cc(NC(=O)NC3CCCC3)ccc2OC[C@H]1C,2,x,-2,x,6,-8,3,x
Cc1ccc(SCc2nc3ccccc3n2CC(=O)Nc2c(C)cccc2C)cc1,-22,x,-16,8,7,x,x,0
COc1ccccc1CNC(=O)C1CCN(S(=O)(=O)N2CCCCC2)CC1,15,-10,-9,0,x,x,3,-1
O=C1CC(c2ccsc2)c2ccc3ccccc3c2N1 (stereo unspecified),12,-12,15,-5,-13,0,2,x
CC(C)NC(=O)Cn1nnc(-c2ccc(Cl)cc2)n1,-1,-5,1,-2,x,x,1,-1
C[C@H]1CCCCO[C@H](CN(C)Cc2ccc3c(c2)OCO3)[C@@H](C)CN([C@@H](C)CO)C(=O)c2cc(NS(=O)(=O)c3ccc(F)cc3)ccc2O1,11,16,-5,5[16.7 µM],7,-4,0,23
Cc1cc(OCC(=O)NCc2ccccn2)c2c(C)cc(=O)oc2c1,7,x,8,0,4,7,-2,-1
COc1cccc(CNC(=O)CCn2ccc3cc(S(=O)(=O)N4CCCC4)ccc32)c1,-2,4,-8,-10,0,1,70*,0
C=C(C)Cn1c2ccc(NC(=S)NCc3ccccc3F)cc2c(=O)n1C,-1,2,x,5,-2,10,7,0
C[C@@H]1CN([C@H](C)CO)C(=O)c2cc(C3=CCCCC3)cnc2O[C@H]1CN(C)C(=O)c1ccccc1,0,0,0,-3[16.7 µM],3,x,-1,2
CCOC(=O)c1ccc(-c2ccc(N3C(c4ccsc4)=Cc4ccc(F)cc4C3c3c[nH]c4ccc(C#N)cc34)cc2)cc1F (stereo unspecified),5,-3,x,x,-15,-36,-2,x
C[C@@H]1CCCCO[C@H](CN(C)Cc2ccc(C(F)(F)F)cc2)[C@@H](C)CN([C@H](C)CO)C(=O)c2cc(NS(=O)(=O)c3cn(C)cn3)ccc2O1,-12,-3&2,18&9,-6,-14,11,4&0,0
C=CCN1c2ccccc2[C@]23C[C@@H](C(=O)OC)N(C(=O)NC4CCCC4)C2=NC(C(=O)OC)=C(C(=O)OC)[C@H]13,11,-17,-9,-3,8,15,1,2
Cc1noc(C)c1NC(=O)Nc1ccc2c(c1)CC(=O)N([C@@H](C)CO)C[C@H](C)[C@H](CN(C)Cc1ccccc1)O2,-3,2,x,-7[16.7 µM],x,8,-2,-3
Cc1cccc(-n2c(SCC(=O)Nc3cccc(S(=O)(=O)NC4=NCCCCC4)c3)nc3ccccc3c2=O)c1C,8,4,0,4,1,21,-4,0
O=C(CCCOc1ccc(Cl)cc1Cl)N/N=C/c1ccc(Cl)cc1,-27,-2,9,0,8,-4,-1,0
O=C(C[C@@H]1C[C@@H]2c3cc(NC(=O)CC4CC4)ccc3O[C@@H]2[C@H](CO)O1)NCc1cc(F)ccc1F,-3,-8,-9,-5[16.7 µM],-21,14,-3,-3
Cc1cc(Oc2ccc(N)cn2)ccc1Cl,-42,14,10,-9,-13,-4,2,1
CC[C@@H](C)C(NC(=O)OC(C)(C)C)c1cn([C@@H](Cc2cc3ccccc3[nH]2)C(=O)N2CCN(C(=O)OC(C)(C)C)CC2)nn1 (stereo partly specified),8,-2,-2,-7,8,36,2,-1
C[C@@H]1CN([C@@H](C)CO)C(=O)Cc2cc(N(C)C)ccc2O[C@@H]1CN(C)S(C)(=O)=O,10,-4,6,-8[16.7 µM],-2,-1,3,0
CCc1ccccc1NC(=O)CCNS(=O)(=O)c1ccc2c(c1)CCC(=O)N2,0,3,0,7,5,-11,1,2

Further structures.
smiles,LGR2 inh,EWS-Fli inh,PGC1a acetyl inh,miR122 inh,FN deposit inh,PAX8 inh HTS,Casp6 inh,Cneo AK release
O=C(c1ccccc1Sc1ccc([N+](=O)[O-])cc1Cl)N1CCOCC1,2,-1,x,x,22,0,3,x
C/C(=N\Nc1cc(N2CCOCC2)ncn1)c1ccccc1,-36,-48,23,-14,-6,-50,-2,-3
COc1ccc(NC(=O)COC(=O)c2ccc(F)cc2F)cc1,-2,-9,5,0,3,3,2,0
OC[C@@H]1[C@@H](c2ccccc2)C2(CN(CCC(F)(F)F)C2)N1Cc1nccs1,8,-2,27,x,-5,x,-4,x
COC(=O)C1=CN(Cc2ccc(OC)c(OC)c2)C=C(C(=O)OC)C1c1ccc(F)cc1,8,13,-8,-7,-2,8,-1,0
COCC(=O)N/N=C\c1ccc(OC/C=C/c2ccccc2)c(OC)c1,-1,x,x,x,6,19,-1,-2
O=[N+]([O-])c1ccc(C2(O)CN(c3ccccc3)C3=[N+]2CCS3)cc1 (stereo unspecified),-3,8,2,7,-8,1,1,0
COc1cccc(NC(=O)C2CC(=O)N(C)C(=Nc3cccc(F)c3)S2)c1 (stereo unspecified),7,16,-5,0,x,x,5,-1
Cc1cc(C)n(-c2nnc3c4ccccc4n(C)c3n2)n1,-19,-62,10,-1,-3,-125,0,-2
CO[C@H]1CN(C)C(=O)c2ccc(NC(C)=O)cc2OC[C@H](C)N(C(=O)C2CC2)C[C@H]1C,21,4,0,x,5,-6,-3,24
O=C(c1ccncc1)N(c1ccc2oc3c(c2c1)CCCC3)S(=O)(=O)c1ccc(F)cc1,-13,-4,x,x,-9,10,-2,x
CCOc1ccc(C(=O)NCC(=O)NC(C)CCc2ccccc2)cc1OCC (stereo unspecified),-4,x,-12,5,-5,3,1,15
Cc1c(-c2cc(C(=O)O)on2)cnn1C,1,-2,8,4,x,-5,0,2
O=C(N[C@@H]1CC[C@@H](CCNS(=O)(=O)Cc2ccccc2)O[C@@H]1CO)c1ccc2c(c1)OCO2,4,1,4,x,8,-14,1,41

Bioassay records deposited in PubChem BioAssay by Broad Institute.
